# Assay outcomes (PubChem BioAssay)
# dFosB act – activators of mouse delta FosB homodimer; P13346; purified delta FosB, TAMRA-CDK5 oligo fluorescence polarization; percent of positive-control signal above neutral wells; activation, % at 25 µM; hit rate 0.99% among 340,000;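 active = mean activation above about 17%, with every replicate also reaching it, limit read from the data, passing the limit was not always enough; inconclusive = only one of the two conditions met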;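 note: fluorescence polarization rise as delta FosB binds a TAMRA Cdk5 AP-1 oligo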
# Rtt109 Vps75 – C. albicans Rtt109 histone acetyltransferase inhibition. inhibition, % at 34.9 µM. hit rate 0.16% among 330,000. purified Rtt109/Vps75, ThioGlo CoA-SH fluorescence, 4 h. Q5AAJ8;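 active = inhibition of at least 50% in every replicate; inconclusive = best replicate reaches 50% inhibition but some replicates fall short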
# HTR5A ag – activates human HTR5A in OPRM1-OPRD1 agonist counter-screen. P47898. HTR5A agonist assay, luminescence, cell-based. activation, % at 9.3 µM. hit rate 0.61% among 340,000; in the data active = activation mostly above about 9.5%, no sharp cut-off; inactive = mostly below about 7.6%;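 note: 0% = cells with vehicle only and 100% = reference agonist; strong numbers were not always called active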
# Target sequence (P47898 whole entry, looked up): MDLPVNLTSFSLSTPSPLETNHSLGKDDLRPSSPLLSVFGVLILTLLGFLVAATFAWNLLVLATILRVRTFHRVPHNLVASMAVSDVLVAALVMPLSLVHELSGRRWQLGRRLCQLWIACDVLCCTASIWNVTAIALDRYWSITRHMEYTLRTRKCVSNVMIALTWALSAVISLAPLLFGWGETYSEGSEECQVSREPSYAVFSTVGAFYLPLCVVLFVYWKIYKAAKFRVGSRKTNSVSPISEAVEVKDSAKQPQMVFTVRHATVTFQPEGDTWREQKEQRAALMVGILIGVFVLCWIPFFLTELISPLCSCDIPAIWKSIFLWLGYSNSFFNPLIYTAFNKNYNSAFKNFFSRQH
# SR-BI DiI inh – inhibitors of mouse SR-BI mediated HDL lipid uptake; Q61009; ldlA[mSR-BI] CHO cells, DiI-HDL uptake fluorescence, 3 h; inhibition, % at 12.5 µM; hit rate 0.96% among 320,000;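 active = mean replicate inhibition of at least 70% and a set share of replicates each scoring 70 or more; inconclusive = meets just one of the two criteria; inactive = fails both criteria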;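 note: 0% = median of neutral control wells and 100% = median of positive control wells; values of inactives mirror those of a sister screen read the other way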
# Target sequence (Q61009 whole entry, looked up): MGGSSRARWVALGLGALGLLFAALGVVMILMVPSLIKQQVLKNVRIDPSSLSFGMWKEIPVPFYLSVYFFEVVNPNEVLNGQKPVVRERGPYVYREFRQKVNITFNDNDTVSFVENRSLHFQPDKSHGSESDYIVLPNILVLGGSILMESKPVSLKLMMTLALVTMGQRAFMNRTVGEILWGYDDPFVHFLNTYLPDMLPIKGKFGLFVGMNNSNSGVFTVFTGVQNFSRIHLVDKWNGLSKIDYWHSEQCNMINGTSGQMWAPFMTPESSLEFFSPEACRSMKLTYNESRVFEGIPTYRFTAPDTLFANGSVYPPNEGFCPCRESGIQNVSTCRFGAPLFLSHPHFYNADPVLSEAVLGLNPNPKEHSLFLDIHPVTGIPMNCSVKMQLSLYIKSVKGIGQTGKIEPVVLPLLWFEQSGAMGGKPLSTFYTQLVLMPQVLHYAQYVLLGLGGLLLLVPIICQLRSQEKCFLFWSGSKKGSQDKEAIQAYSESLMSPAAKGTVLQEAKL
# PvdQ inh – P. aeruginosa PvdQ acylase inhibition | hit rate 0.063% among 340,000 | inhibition, % at 10 µM | purified PvdQ acylase, fluorescence plate reader | AID 488965; in the data active = inhibition above about 30%, passing the limit was not always enough; inconclusive = no clear call, values can overlap the other calls;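 note: 0% = vehicle neutral wells and 100% = reference inhibitor wells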
# MITF act – activators of MITF-driven TRPM1 promoter activity in SK-MEL-5 cells | hit rate 0.75% among 300,000 | activation, % at 12.5 µM | AID 588334 | SK-MEL-5 TRPM1-promoter luciferase, 24 h; % of positive control, neutral wells = 0;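 active = mean activation of at least 80% with every replicate also reaching 80%; inconclusive = mean reaches 80% but some replicate falls short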;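 note: 0% = neutral control wells and 100% = parthenolide positive control wells; values of inactives mirror those of a sister screen read the other way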
# CDK5 p35 inh – CDK5/p35 (human) kinase inhibition; hit rate 0.01% among 330,000; AID 488839; Q00535+Q15078; Recombinant CDK5/p35, ADP-Glo luminescence, 60 min; inhibition, % at 10 µM;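 active = highest replicate inhibition of at least 50% and at least 75% of replicates reaching 50%; inconclusive = only one of the two criteria met; inactive = both criteria failed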;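 note: plate controls were DMSO neutral control for no effect and GW8510 at 10 µM for full effect; many of its hits are not listed in these tables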
# SR-BI uptake up – enhances SR-BI lipid uptake from DiI-HDL | CHO ldlA[mSR-BI] cells, DiI-HDL uptake fluorescence, 3 h; 100 = double the neutral-control signal | activation, % at 12.5 µM | hit rate 0.096% among 320,000 | AID 504775;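 active = mean replicate activation of at least 60% and every replicate at or above 60%; inconclusive = mean or all-replicate condition met, but not both; inactive = mean below 60% and not all replicates reaching 60%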;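 note: 0% = median plate neutral-control signal and 100% = twice that signal; values of inactives mirror those of a sister screen read the other way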
#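 Assay system: CHO ldlA[mSR-BI] cells, LDL receptor-null, SR-BI overexpressing; medium: Ham's F12 with 0.5% BSA, HEPES 25 mM, pH 7.4; also added: DiI-HDL 10 µg/mL; timing: 3 h uptake period with compound, 37 °C; signal: DiI fluorescence, bottom read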
# Wnt act – Wnt/beta-catenin pathway activation; Wnt/beta-catenin reporter cell assay, activator, plate reader; activation, % at 9.35 µM; hit rate 1.2% among 300,000; AID 743398; in the data active = activation above about 30%, passing the limit was not always enough; inconclusive = no clear call, values can overlap the other calls;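 note: 0% = neutral control wells and 100% = positive control wells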
# cardiac RTF act – cardiac RTF calcium sensitization | P19429+P45379 | IANBD-labeled TnC RTF fluorescence at EC20 calcium; 0% EC20 calcium, 100% full calcium | activation, % at 7.2 µM | hit rate 0.24% among 340,000;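 active = activation above the mean over all tested compounds plus 3 SD, cut at about 30% in these data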;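 note: rise in fluorescence read as greater calcium sensitivity of cardiac thin filaments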
# * hit, by the source's call; ? = inconclusive; . = no result given; & = joins results of further samples.
SMILES,dFosB act,Rtt109 Vps75,HTR5A ag,SR-BI DiI inh,PvdQ inh,MITF act,CDK5 p35 inh,SR-BI uptake up,Wnt act,cardiac RTF act
CCN(CC)c1ccc2c(c1)OC(N)=C(C#N)C2c1cccnc1 (stereo not drawn),-7,-2,6,37,-8,-54,-1.3,-37,-32,157*
CCOc1ncccc1C(=O)OCC(=O)N1CCC(C)CC1,0,8,0,-9,9,11,-3.7,9,-3,-3
O=C(Nc1ccc(O)cc1)/C(=C\C=C\c1ccccc1)NC(=O)c1ccccc1,3,13,2,.,10,11,6.4,.,4,-3
Clc1cc(NCc2ccccc2)ncn1,-4,3,-1,-11,-10,10,-1.1,11,2,6
COc1ccccc1N1C(=O)N(CC(=O)C(C)(C)C)c2ccccc2S1(=O)=O,4,2,1,23,0,7,-0.7,-23,-2,-2
CN(CC(=O)Nc1c(Cl)cccc1Cl)C(=O)c1cccc(S(=O)(=O)NCc2ccccc2)c1,-16,3,-2,-4,-13,-1,1.7,4,-1,4
COC(=O)C1C(=O)C2=C(CC1C)NC(=O)CC2c1ccc(F)cc1 (stereo not drawn),4,-18,2,-25,-2,4,-1.0,25,-2,-8
COc1cccc(OC)c1C(=O)NC(=S)NCc1ccccc1,0,10,3,15,-16,1,-2.5,-15,-1,-3
CC(C)c1ccc(C2c3[nH]c4ccccc4c3C[C@H]3C(=O)N(c4ccccc4C(=O)N4CCC(C(=O)O)CC4)C(=O)N23)cc1 (stereo partly drawn),-11,12,-1,14,-12,-11,-4.1,-14,-1,21
c1csc(CSc2nc3ccccc3s2)c1,-8,15,-1,-27,4,98*,1.9,27,.,1
COc1ccc(C(C(=O)NC2CCCCC2)N(Cc2ccco2)C(=O)CNC(=O)c2ccco2)cc1 (stereo not drawn),-4,-16,1,-21,-11,8,0.5,21,.,3
O=C(NCc1ccc2c(c1)OCO2)C1CCC(CNc2c(N3CCCC3)c(=O)c2=O)CC1 (stereo not drawn),-2,-10,2,-5,-8,5,-1.6,5,-1,2
Cc1cc(S(=O)(=O)N2CCOCC2)c(C)s1,-4,-12,-4,7,-6,-4,0.4,-7,1,-3
Cc1cc(C(=O)OCC(=O)NC(C)(C)C)c2ccccc2n1,5,2,0,-13,-1,-4,-0.1,13,-2,-4
CCOC(=O)c1cn(Cc2ccc(Cl)cc2Cl)c2cc(C)nn2c1=O,-11,-2,1,10,11,5,2.4,-10,-4,3
Cc1ccc(OCCOC(=O)c2cccc(S(=O)(=O)N3CC(C)OC(C)C3)c2)cc1 (stereo not drawn),-8,14,0,30,11,-6,-0.4,-30,-3,2
Cc1ccc(S(=O)(=O)CCc2nnc(NC(=O)c3ccccn3)s2)cc1,-14,-6,-2,-1,-8,3,-2.4,1,.,-4
COc1nc(NCCO)nc(Nc2ccccc2F)n1,2,-7,-1,-3,-17,41,0.5,3,18,-4
COc1ccc(CC(=O)Nc2cccc(C(=O)O)c2C)cc1,0,-9,5,5,14,-8,-1.1,-5,8,-9
COc1ccc(-c2[nH]ncc2CN2CCN(Cc3cccs3)CC2)cc1F,-1,-1,1,7,-16,-4,-4.1,-7,5,5
COc1ccccc1NC(=O)CCSc1ccc(C)cc1,-8,11,6,-13,5,8,0.6,13,.,0
COc1ccc(-c2[nH]ncc2C=O)cc1OC,9,0,0,-22,-18,-2,1.5,24,-1,2
CN1CCN(CCCNC(=O)c2ccc3c(c2)N(Cc2ccccc2)CCS3)CC1,-5,-276,-4,26,-11,11,0.1,-26,-5,-6
CCOc1ccccc1Oc1c(C)oc2c(CN3CCN(CCO)CC3)c(O)ccc2c1=O,-4,-15,-10,7,-15,5,1.2,-7,.,-5
COc1ccc(CN(C)CC2CCCN(CCc3ccc(F)cc3)C2)c(OC)c1OC (stereo not drawn),-1,11,11,6,17,8,0.2,-6,-4,-5

# In another format: five of the compounds above.
molecule | dFosB act | Rtt109 Vps75 | HTR5A ag | SR-BI DiI inh | PvdQ inh | MITF act | CDK5 p35 inh | SR-BI uptake up | Wnt act | cardiac RTF act
COc1ccc(CN(C)CC2CCCN(CCc3ccc(F)cc3)C2)c(OC)c1OC (stereo not drawn) | -1 | 11 | 11 | 6 | 17 | 8 | 0.2 | -6 | -4 | -5
CCN(CC)c1ccc2c(c1)OC(N)=C(C#N)C2c1cccnc1 (stereo not drawn) | -7 | -2 | 6 | 37 | -8 | -54 | -1.3 | -37 | -32 | 157*
COc1ccccc1NC(=O)CCSc1ccc(C)cc1 | -8 | 11 | 6 | -13 | 5 | 8 | 0.6 | 13 | . | 0
COC(=O)C1C(=O)C2=C(CC1C)NC(=O)CC2c1ccc(F)cc1 (stereo not drawn) | 4 | -18 | 2 | -25 | -2 | 4 | -1.0 | 25 | -2 | -8
CN1CCN(CCCNC(=O)c2ccc3c(c2)N(Cc2ccccc2)CCS3)CC1 | -5 | -276 | -4 | 26 | -11 | 11 | 0.1 | -26 | -5 | -6

# Later entries
SMILES,dFosB act,Rtt109 Vps75,HTR5A ag,SR-BI DiI inh,PvdQ inh,MITF act,CDK5 p35 inh,SR-BI uptake up,Wnt act,cardiac RTF act
CCN1CCN(c2nc3sc4c(c3c3ncnn23)CC(C)CC4)CC1 (stereo not drawn),15,25,-7,-4,-2,.,0.9,4,-3,5
COc1ccc(-n2c(SCC(=O)Nc3ccc([N+](=O)[O-])cc3OC)nc3ccccc32)cc1,0,7,-8,42,-2,-18,0.6,-42,-13,1
COC(=O)c1cccc(C(=O)N2CCCC(Nc3ccc(C)c(C)c3)C2)c1 (stereo not drawn),-6,1,4,-12,-12,-4,.,12,0,-1
COc1ccc2[nH]c3c(c2c1)CCN1C(=O)C(CC(=O)NCCc2ccccn2)C[C@H](C(=O)N2CCCCC2)[C@@]31CCc1ccccc1 (stereo partly drawn),-3,1,3,-8,4,-7,1.4,8,-2,-2
N#Cc1cccnc1Nc1cccc(Cl)c1,-1,-2,1,-11,10,3,.,11,3,14
Cc1ccc(S(=O)(=O)NCc2cccnc2)cc1C(=O)N1CCCC1,-4,2,-4,4,4,4,0.1,-4,0,0
COc1ccc(N2CCN(C(=O)CSc3ncnc4c3cnn4-c3ccc(OC)cc3)CC2)cc1,-4,-1,-8,-19,-7,-4,-0.6,19,1,8
COc1ccc(CCNC(=O)CSc2ccc(NC(C)=O)cc2)cc1OC,-5,24,3,-18,-6,3,1.2,18,1,-5
CC1CCCN(CCOCCOc2ccc(Cl)cc2Br)C1 (stereo not drawn),-8,-14,7,9,-15,11,2.6,-9,-5,-4
COc1cccc(Nc2cc(C)nc3ccccc23)c1,-6,6,-2,-35,-2,-11,3.0,35,.,-1
COc1ccc(OC)c(NC(=O)CN(c2ccc(C(C)C)cc2)S(=O)(=O)c2c(C)noc2C)c1,-4,-5,6,36,-14,-16,-3.9,-36,-4,1
Cc1ccc(OCCCCn2cnc3ccccc32)cc1,-5,-1,4,-10,-15,-6,-0.6,10,0,1
C[C@H](CO)N1C[C@H](C)[C@@H](CN(C)S(=O)(=O)c2cccs2)Oc2ccc(NC(=O)Nc3ccc(C(F)(F)F)cc3)cc2C1=O,4,-8,6,-10,-7,-6,0.0,10,2,0
Cc1sc(C(=O)NCc2cccnc2)c2nc(C)n(CC(=O)NCc3cccnc3)c(=O)c12,1,-6,1,-16,-15,1,-0.1,16,.,-3
CC(NC(=O)CSc1nc(C2CC2)n(-c2ccccc2)n1)c1ccco1 (stereo not drawn),-10,0,2,-4,-4,-7,0.0,4,-1,-2
O=C(O)C1CCCCC1C(=O)NCCCN1CCCC1=O (stereo not drawn),-3,-14,0,5,-8,-4,-3.3,-5,-2,-4
O=C(NC(CO)(CO)CO)c1coc(=O)c(Br)c1,-3,4,-3,-26,5,10,-1.4,26,.,-1
NC(=O)c1sc2nc(N3CCCCC3)c3c(c2c1N)CCCC3,-1,-1,6,-31,2,2,2.4,31,.,0
Cc1nnc(C)n1/N=C/c1ccccn1,1,-5,-2,-15,-15,3,0.8,15,.,4
C#CCOCCOCCOCCNc1nc(N2CCN(C(=O)[C@H](CCCCN)n3cc(CC(C)O)nn3)CC2)nc(N2CCN(C(=O)[C@H](Cc3ccc(O)cc3)n3cc(CCO)nn3)CC2)n1 (stereo partly drawn),-2,1,4,-19,-10,7,-1.1,19,-1,-1
CC1(C)Oc2ccc3ccc(=O)oc3c2C(/C=N/O)C1=O (stereo not drawn),-2,11,-3,-47,-4,21,-1.8,47,0,-3
NNc1cc(C(=O)O)ccc1Cl,11,-22,2,-11,-16,4,2.7,11,-1,-1
[O-][n+]1c2ccccc2[n+]([O-])c2cc(O)ccc21,-8,-11,0,-15,-11,-2,1.6,15,-1,0
CCOc1ccc2nc(SCC(=O)Nc3ncccn3)[nH]c2c1,-8,-1,-5,-8,0,9,-0.7,8,.,5
O=C(c1ccccc1NS(=O)(=O)c1cccc([N+](=O)[O-])c1)N1CCCC1,-7,-3,-3,36,-7,-9,0.5,-36,-3,2

# Brought forward from above: 2 entries, then new ones.
SMILES,dFosB act,Rtt109 Vps75,HTR5A ag,SR-BI DiI inh,PvdQ inh,MITF act,CDK5 p35 inh,SR-BI uptake up,Wnt act,cardiac RTF act
CCOc1ccc2nc(SCC(=O)Nc3ncccn3)[nH]c2c1,-8,-1,-5,-8,0,9,-0.7,8,.,5
O=C(c1ccccc1NS(=O)(=O)c1cccc([N+](=O)[O-])c1)N1CCCC1,-7,-3,-3,36,-7,-9,0.5,-36,-3,2
Cc1cc(C)n2ncc(/C(N)=N/OC(=O)Nc3ccc(Cl)cc3)c2n1,5,-2,.,-24,-10,.,-0.8,24,1,.
CS/C(N)=N/N=C/c1cc(C)ccc1O,-5,.,6,.,2,?,0.7,.,88*,-1
COc1ccc(/C=C/C(=O)NCCCN2CCCC2)cc1,-7,-10,4,-7,-5,-8,0.7,7,0,5
CC(OC(=O)c1nccnc1N)C(=O)Nc1ccc(S(=O)(=O)N2CCCC2)cc1 (stereo not drawn),-6,-24,0,-6,3,6,-1.1,6,-1,-4
O=C(CN1CC[n+]2c(-c3cccs3)csc21)c1ccc(Br)cc1,-2,-2&15,2,38,-43&5,2,1.5,-38,-3,-3
COc1ccccc1NC(=O)c1cc2ccc(O)cc2o/c1=N\O,-2,-23,-1,.,-3,37,0.8,.,.,0
CCCN(CCC)CCCNS(=O)(=O)c1ccc2c(c1)oc(=O)n2C,-2,4,10,-5,-14,-19,0.3,5,-2,0
